# PAX8 inh HTS: lowers PAX8-driven luciferase in RMG-I cells | inhibition, % at 12.6 µM | RMG-I TPO-luciferase reporter, SteadyGlo, 24 h | 1.2% of 360,000 active;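 active = mean replicate inhibition at least 60% with every replicate also reaching 60%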;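 also: luciferase light reporting Pax8 driven TPO promoter activity; plate controls were median of neutral control wells for no effect and mitoxantrone controls for full effect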
# FN deposition inh: fibronectin deposition inhibition | AH1F fibroblasts, Alexa488-fibronectin deposition fluorescence, overnight | 0.086% of 350,000 active | AID 743247 | inhibition, % at 12.6 µM;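 active = mean inhibition across replicates of 30% or more, regardless of how many single replicates reach that level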;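 also: positive control wells lacked labelled fibronectin entirely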
#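 material = AH1F fibroblast monolayer depositing Alexa488-labelled fibronectin into matrix | amount = 10000 AH1F cells/well | buffer or medium = DMEM plus 2% serum, read in PBS | incubation = 1 h cell adhesion before compound, then overnight fibronectin incubation | detection = fluorescence at 485 nm excitation, 525 nm emission | evaluation = percent inhibition as loss of matrix-bound fibronectin fluorescence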
# LGR2 antag: blocks bursicon-induced cAMP signaling via Drosophila LGR2 | AID 720647 | HEK293 LGR2, CRE-luciferase, bursicon-stimulated, 4 h | 0.35% of 380,000 active | inhibition, % at 9.99 µM;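 active = drop in luminescence signal, shown as inhibition above about 50% in the replicate tests, limit read from the data, passing the limit was not always enough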;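 also: agonist challenge used bursicon conditioned medium at about half maximal strength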
# PglD inh: inhibitors of Campylobacter jejuni PglD acetyltransferase; purified PglD enzyme, DTNB colorimetric CoA detection; inhibition, % at 12.5 µM; 0.098% of 360,000 active; AID 602405; in the data active = inhibition above about 16%, passing the limit was not always enough; also: strong numbers were not always called active
# ERAP1 HTS inh: ERAP1 (human) enzyme inhibition | Q9NZ08 | recombinant ERAP1, Leu-AMC fluorescence, 60 min | inhibition, % at 10.7 µM | 0.15% of 340,000 active | AID 652197;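 active = mean replicate inhibition of at least 30%, or all replicates individually reaching that 30% level; inactive = mean below 30% and not every replicate reaching it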;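 also: 0% = neutral control wells and 100% = L-leucinethiol positive control wells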
# Target sequence (Q9NZ08 whole entry, looked up): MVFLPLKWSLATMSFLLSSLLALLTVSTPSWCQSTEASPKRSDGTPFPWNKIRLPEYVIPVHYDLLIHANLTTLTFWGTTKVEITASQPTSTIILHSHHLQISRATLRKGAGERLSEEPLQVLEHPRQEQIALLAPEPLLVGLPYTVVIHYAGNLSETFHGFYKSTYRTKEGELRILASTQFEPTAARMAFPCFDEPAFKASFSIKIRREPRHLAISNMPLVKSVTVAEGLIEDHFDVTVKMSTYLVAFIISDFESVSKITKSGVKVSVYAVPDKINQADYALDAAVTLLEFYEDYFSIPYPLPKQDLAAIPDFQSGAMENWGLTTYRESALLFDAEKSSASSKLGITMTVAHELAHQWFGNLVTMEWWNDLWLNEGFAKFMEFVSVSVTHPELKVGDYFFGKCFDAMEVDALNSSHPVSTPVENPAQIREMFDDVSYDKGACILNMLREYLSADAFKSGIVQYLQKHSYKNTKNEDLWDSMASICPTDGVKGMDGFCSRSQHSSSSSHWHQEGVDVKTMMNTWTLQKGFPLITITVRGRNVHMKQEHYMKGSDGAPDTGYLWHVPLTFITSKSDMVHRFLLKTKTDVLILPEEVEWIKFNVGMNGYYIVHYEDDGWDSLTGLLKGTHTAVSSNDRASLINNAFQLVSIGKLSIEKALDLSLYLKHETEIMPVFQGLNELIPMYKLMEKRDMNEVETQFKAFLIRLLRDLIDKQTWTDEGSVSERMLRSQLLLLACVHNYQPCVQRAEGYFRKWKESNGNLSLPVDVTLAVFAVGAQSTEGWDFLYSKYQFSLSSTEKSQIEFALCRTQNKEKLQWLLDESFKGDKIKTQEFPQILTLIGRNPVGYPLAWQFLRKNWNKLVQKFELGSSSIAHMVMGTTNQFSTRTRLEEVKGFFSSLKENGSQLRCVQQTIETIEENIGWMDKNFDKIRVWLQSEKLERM
# PGC1a acetyl inh: modulators of PGC1a acetylation. 0.17% of 350,000 active. inhibition, % at 15.6 µM. U2OS PGC1a acetylation, AlphaScreen anti-acetyl-lysine; with virally co-expressed GCN5 acetyltransferase;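 active = every replicate shows inhibition of at least 40%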;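 also: 0% = neutral control wells and 100% = positive control wells; some results beyond the cut were filed as inactive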
# EWS-Fli inh: inhibitors of EWS/Fli oncoprotein transcriptional activity. A673 NR0B1-luciferase reporter, viability-normalised. inhibition, % at 12.6 µM. 0.67% of 350,000 active. AID 651661;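 active = mean inhibition of at least 50% after viability correction, with every replicate also passing that limit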;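 also: firefly luciferase signal divided by Alamar Blue viability fluorescence both relative to DMSO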
# S100A4 MyoIIA: S100A4-myosin IIA interaction inhibition; P26447; S100A4/TAMRA-MyoIIA peptide fluorescence polarization; inhibition, % at 10.7 µM; 0.14% of 360,000 active; AID 652163;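 active = mean inhibition of at least 70% across replicates, with every replicate also reaching that level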
# Target sequence (P26447 whole entry, looked up): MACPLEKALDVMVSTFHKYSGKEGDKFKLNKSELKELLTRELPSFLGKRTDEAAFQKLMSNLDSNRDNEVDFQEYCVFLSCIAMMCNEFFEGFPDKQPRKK
#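 assay system = human S100A4 monomer with TAMRA-labelled myosin IIA peptide | also added = labelled myosin peptide probe, 5 nM | incubation = 5 min between mix addition and reading | control set = DMSO and TFP controls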
# * = called active by the depositor; / = not tested or not shown; & = joins results of further samples.
# Start of the listing, in advance (two entries):
# Codes: A = PAX8 inh HTS; B = FN deposition inh; C = LGR2 antag; D = PglD inh; E = ERAP1 HTS inh; F = PGC1a acetyl inh; G = EWS-Fli inh; H = S100A4 MyoIIA
CCN1CCN(S(=O)(=O)c2ccc(C(=O)Nc3ccccc3)cc2)CC1
  A: 0 | B: -12 | C: 5 | D: 1 | E: -2 | F: / | G: -4 | H: -8

O=C(COC(=O)c1cc[n+]([O-])cc1)Nc1ccc([N+](=O)[O-])cc1Cl
  A: 2 | B: -1 | C: 2 | D: / | E: 4 | F: -17 | G: -9 | H: 0

# All compounds of this part, repeating the preview:
# Codes: A = PAX8 inh HTS; B = FN deposition inh; C = LGR2 antag; D = PglD inh; E = ERAP1 HTS inh; F = PGC1a acetyl inh; G = EWS-Fli inh; H = S100A4 MyoIIA
CCN1CCN(S(=O)(=O)c2ccc(C(=O)Nc3ccccc3)cc2)CC1
  A: 0 | B: -12 | C: 5 | D: 1 | E: -2 | F: / | G: -4 | H: -8

O=C(COC(=O)c1cc[n+]([O-])cc1)Nc1ccc([N+](=O)[O-])cc1Cl
  A: 2 | B: -1 | C: 2 | D: / | E: 4 | F: -17 | G: -9 | H: 0

COc1ccccc1NC(=O)/C(=N/OCc1ccc(C#N)cc1)C(C)=O
  A: 2 | B: -25 | C: 13 | D: / | E: 0 | F: -3 | G: 20 | H: 5

COCCNC(=O)C[C@H]1C=C[C@@H](NS(=O)(=O)c2ccc(C)cc2)[C@H](CO)O1
  A: 5 | B: -12 | C: 25 | D: -1 | E: 3 | F: 0 | G: -8 | H: 1

Cc1ccc(/C=C/C(=O)c2nc3ccccc3[nH]2)cc1
  A: -32 | B: -12 | C: / | D: -3 | E: / | F: 2 | G: / | H: /

Cc1ccc(S(=O)(=O)Nc2ccc3c(c2)CC(=O)N([C@@H](C)CO)C[C@@H](C)[C@@H](CN(C)S(=O)(=O)c2ccc(F)cc2)O3)cc1
  A: 6 | B: / | C: -1 | D: 5 | E: / | F: -3 | G: 2 | H: /

CS(=O)(=O)c1ccc(Cl)c(NC(=O)CN2C(=O)C3CCCCC3C2=O)c1 (centres undefined)
  A: 9 | B: 3 | C: -1 | D: -2 | E: 0 | F: 11 | G: -4 | H: -5

C[C@@H]1CN([C@H](C)CO)C(=O)c2cccc(NC(=O)Nc3ccc(F)cc3)c2O[C@@H]1CN(C)CC1CC1
  A: 1 | B: / | C: -13 | D: -3 | E: -2 | F: / | G: -13 | H: 8

COCC(=O)Nc1ccc2c(c1)C(=O)N(C)[C@H]1CC[C@H](CC(=O)Nc3ccccc3)O[C@H]1CO2
  A: 7 | B: -4 | C: 17 | D: -1 | E: 0 | F: 1 | G: 6 | H: 14

CCS(=O)(=O)c1ccc2c(c1)N(S(=O)(=O)c1ccc(C)cc1)CC(C(=O)O)O2 (centres undefined)
  A: 6 | B: -9 | C: -6 | D: 4 | E: 3 | F: 10 | G: -39 | H: 0

CC(NCC1COc2ccccc2O1)C1COc2ccccc2O1 (centres undefined)
  A: 5 | B: -18 | C: 25 | D: -7 | E: 0 | F: / | G: 3 | H: -3

COC(=O)c1ccc(NC(=O)C(=O)c2cn(CC(=O)N3CCOCC3)c3ccccc23)cc1
  A: 1 | B: -6 | C: -6 | D: -5 | E: 1 | F: 3 | G: -7 | H: -3

CCOC(=O)Cn1c(=NC(=O)c2cc(-c3cccs3)nc3ccccc23)sc2cc(S(N)(=O)=O)ccc21
  A: 8 | B: -7 | C: 15 | D: -6 | E: / | F: / | G: / | H: /

O=C(CCCN1Cc2ccccc2C1)c1ccc(F)cc1
  A: / | B: / | C: -30 | D: -1 | E: -2 | F: 10 | G: 5 | H: 0

C[C@@H]1CCCCO[C@@H](CN(C)Cc2ccc3c(c2)OCO3)[C@@H](C)CN([C@H](C)CO)C(=O)c2cc(NS(=O)(=O)c3ccccc3)ccc2O1
  A: 0&-21 | B: 9&-2 | C: -29 | D: 2&3 | E: -20&-5 | F: -7&2 | G: 18&2 | H: 1&9

C[C@@H]1CN([C@@H](C)CO)C(=O)c2cc(NS(=O)(=O)c3ccc(F)cc3)ccc2O[C@@H]1CN(C)CC1CCCCC1
  A: 6 | B: / | C: -3 | D: 1 | E: -1 | F: / | G: 2 | H: 11

COc1ccc(-n2c(Cc3cccn3C)nnc2SCC(=O)NC2CCCCC2)cc1
  A: -16 | B: 8 | C: -4 | D: -1 | E: -1 | F: / | G: 5 | H: -2

CCN(CCCNc1cc2c(c(N)c1S(=O)(=O)O)C(=O)c1ccccc1C2=O)c1ccccc1
  A: 38 | B: -15 | C: 9 | D: -1 | E: 3 | F: / | G: -5 | H: 13

COc1ccc(N2C(=O)CSC2c2ccc(F)c(F)c2)cc1 (centres undefined)
  A: 16 | B: 2 | C: 5 | D: 2 | E: 5 | F: 18 | G: 2 | H: -9

CN(C(=O)c1cccc(NC(=O)Cc2ccc(NC(=O)C3CCCN(C(=O)C4CCCC4)C3)cc2)c1)C1CCCC1 (centres undefined)
  A: 10 | B: 0 | C: 8 | D: -3 | E: 2 | F: -5 | G: 18 | H: -3

CC(C)C(C)NC(=O)CN1C(=O)NC2(CCc3ccccc3C2)C1=O (centres undefined)
  A: 8 | B: 2 | C: 10 | D: / | E: 1 | F: -4 | G: -6 | H: 3

Cc1cccc(-c2nc(CN3CCN(C(=O)C4CCCO4)CC3)cs2)c1 (centres undefined)
  A: 5 | B: -5 | C: -5 | D: -1 | E: 3 | F: / | G: 13 | H: 4

CCCN1CCC(NC(=O)c2cccc(Oc3ccccc3)c2)CC1
  A: -12 | B: 3 | C: -19 | D: -8 | E: -4 | F: / | G: / | H: -5

CCN(Cc1ccccc1)S(=O)(=O)c1ccc(C(=O)N(CCCN(C)C)c2nc3cc(C)cc(C)c3s2)cc1
  A: 23 | B: -3 | C: 11 | D: 5 | E: 1 | F: -10 | G: 13 | H: -8

CC1=NN(C(N)=S)C(=O)C1N=Nc1cccc(Cl)c1 (centres undefined)
  A: -76 | B: 9 | C: -72 | D: 9 | E: 5 | F: / | G: -28 | H: 15

Cc1ccc(-c2c(C)cc3oc(=O)cc(-c4ccccc4)c3c2C)cc1
  A: 5 | B: / | C: -11 | D: -4 | E: / | F: -5 | G: 2 | H: 5

C[C@H]1CN([C@@H](C)CO)C(=O)c2cc(NC(=O)C3CC3)ccc2O[C@H]1CN(C)C(=O)Nc1ccccc1
  A: -11 | B: / | C: -7 | D: 0 | E: 1 | F: / | G: -7 | H: -10

CCc1cccc2c(C(=O)COC(=O)[C@@H]3CC(O)CN3S(=O)(=O)c3ccccc3[N+](=O)[O-])c[nH]c12 (some centres undefined)
  A: 30 | B: 7 | C: 0 | D: -16 | E: -1 | F: 6 | G: 1 | H: -5

O=C(CSCc1ccc(Cl)cc1)Nc1cccc(C(=O)O)c1
  A: -67 | B: -4 | C: -7 | D: 4 | E: -13 | F: -2 | G: -13 | H: -1

CCNC(=O)C(=O)Nc1cc2c3c(c1)CCC(=O)N3CCC2
  A: -16 | B: 6 | C: 1 | D: 4 | E: 3 | F: 2 | G: 11 | H: -4

CCOc1ccc(NC(=O)c2sc3nc(N4CCOCC4)c4c(c3c2N)CC(C)(C)OC4)cc1
  A: -35 | B: 7 | C: -15 | D: 1 | E: 2 | F: -3 | G: 5 | H: -4

COc1cc2[nH]ccc(=O)c2cc1OC
  A: -12 | B: 5 | C: 15 | D: -2 | E: -2 | F: -1 | G: -7 | H: -7

O=C(c1ccc2ccccc2c1)C1CCCN(S(=O)(=O)c2cccnc2)C1 (centres undefined)
  A: 22 | B: 3 | C: -10 | D: / | E: 0 | F: / | G: 1 | H: 1

CCNS(=O)(=O)c1ccc2nc(NC(=O)/C=C/c3cc(OC)c(OC)c(OC)c3)sc2c1
  A: -16 | B: -5 | C: 11 | D: / | E: 0 | F: / | G: 1 | H: -3

COC(=O)c1ccccc1NC(=O)COC(=O)/C=C/c1ccco1
  A: 21 | B: 12 | C: 38 | D: 3 | E: 0 | F: -2 | G: 4 | H: 1

O=C(NCc1ccccc1)c1ccc(Cl)cc1
  A: -6 | B: -4 | C: 22 | D: / | E: 2 | F: / | G: -11 | H: -42

CC(OC(=O)c1cccc(-n2cnnn2)c1)C(=O)N(C)c1ccccc1 (centres undefined)
  A: 2 | B: / | C: -3 | D: -1 | E: -1 | F: -8 | G: / | H: -5

C[C@H](O)[C@@H]1CN2CCc3ccc(-c4ccc5c(c4)OCO5)cc3[C@@H]2C[C@@H]1N(C)C(=O)NC1CCCCC1
  A: 3 | B: 12 | C: -26 | D: / | E: 0 | F: / | G: -11 | H: -3

COc1ccc(S(=O)(=O)N2CCOCC2)cc1NC(=O)Cc1c(F)cccc1Cl
  A: -4 | B: -15 | C: -5 | D: -2 | E: 2 | F: 2 | G: 6 | H: 0

O=C(CN1CCCCC1)NNc1nc(-c2ccccc2)c2cc(Cl)ccc2n1
  A: 0 | B: 10 | C: -12 | D: / | E: -1 | F: / | G: 23 | H: 3

O=C(Nc1ccc(F)cc1)C1CCCN(S(=O)(=O)c2cccc3cccnc23)C1 (centres undefined)
  A: 8 | B: 4 | C: -17 | D: -3 | E: -3 | F: 4 | G: 9 | H: -2

Cc1ccc[n+](-c2[nH]c(=O)sc2/C=N/N=C(\[O-])c2cccnc2)c1
  A: -17 | B: -11 | C: 5 | D: -4 | E: -1 | F: 1 | G: / | H: 10

CCn1c(SCC(=O)c2ccc(F)cc2)nnc1-c1ccoc1C
  A: -39 | B: -1 | C: / | D: -1 | E: / | F: -1 | G: / | H: /

CC(C)(C)C(=O)Nc1ccc(S(=O)(=O)N2CCC(c3nc4ccccc4[nH]3)CC2)cc1
  A: 13 | B: -1 | C: 0 | D: -4 | E: -2 | F: / | G: 1 | H: 0

COc1ccc(NC(=O)N(C)C[C@H]2OCCCC[C@@H](C)Oc3ccc(NC(=O)Nc4c(C)noc4C)cc3C(=O)N([C@H](C)CO)C[C@H]2C)cc1
  A: -16 | B: / | C: -24 | D: -1 | E: -1 | F: 4 | G: -3 | H: 24

COc1ccc(-c2ccc3c(c2)[C@@H]2[C@@H](CCN2S(=O)(=O)c2ccc(OC)cc2)[C@@H](CO)N3C)cc1
  A: 85* | B: 6 | C: 5 | D: -2 | E: 0 | F: -7 | G: 6 | H: -4

COc1ccc(-n2nc3c(c2NC(=O)CCCl)CSC3)cc1
  A: 26 | B: -2 | C: 9 | D: 1 | E: 0 | F: 2 | G: 10 | H: 1

CCCCNc1cc(Cl)nc(N)n1
  A: -10 | B: -4 | C: -5 | D: -4 | E: 2 | F: 5 | G: -14 | H: 7

Cc1ccc(Cl)c(OCC(=O)OCC(=O)NC2CCCc3ccccc32)c1 (centres undefined)
  A: -22 | B: 3 | C: -13 | D: -3 | E: -2 | F: 3 | G: -3 | H: 2

CC(OC(=O)Nc1cccc(Cl)c1)C(=O)O (centres undefined)
  A: -5 | B: -6 | C: -3 | D: 0 | E: 4 | F: / | G: 9 | H: 1

CCCC(=O)Nc1ccc2c(c1)OC[C@H](C)N(C(=O)CN(C)C)C[C@@H](C)[C@@H](OC)CN(C)C2=O
  A: -2 | B: -9 | C: 15 | D: -2 | E: / | F: 9 | G: 1 | H: 5

CCc1cc(=O)oc2c(C)c(OC(C)C(=O)NCCCn3ccnc3)ccc12 (centres undefined)
  A: 2 | B: 9 | C: -7 | D: -4 | E: 2 | F: -4 | G: 8 | H: -6

# Full records from above:
# O=C(c1ccc2ccccc2c1)C1CCCN(S(=O)(=O)c2cccnc2)C1 (centres undefined) is entered as PAX8 inh HTS = 22; FN deposition inh = 3; LGR2 antag = -10; PglD inh = /; ERAP1 HTS inh = 0; PGC1a acetyl inh = /; EWS-Fli inh = 1; S100A4 MyoIIA = 1
# CCNC(=O)C(=O)Nc1cc2c3c(c1)CCC(=O)N3CCC2 is entered as PAX8 inh HTS = -16; FN deposition inh = 6; LGR2 antag = 1; PglD inh = 4; ERAP1 HTS inh = 3; PGC1a acetyl inh = 2; EWS-Fli inh = 11; S100A4 MyoIIA = -4

# Screening data: PubChem BioAssay, Broad Institute
